MEP2-GFP yeast – yeast TOR pathway MEP2-GFP modulation; S. cerevisiae MEP2-GFP strain, flow cytometry GFP, 3 h; 100% = DMSO control level; GFP response vs DMSO, % at 10 µM; hit rate 0.51% among 330,000;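 active = GFP response versus DMSO above a set limit, roughly screen mean plus 3 SD, cut at about 180% in these data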;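 note: median GFP fluorescence of the barcode-gated MEP2-GFP cells per well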
RPL19A TOR yeast – alters RPL19A-GFP fluorescence in TOR pathway yeast screen; S. cerevisiae RPL19A-GFP strain, flow cytometry, 3 h; hits give low values; AID 2025; hit rate 0.3% among 330,000; percent response vs DMSO, % at 10 µM;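 active = percent response vs DMSO below 50%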;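 note: median channel GFP fluorescence of the barcoded RPL19A-GFP strain; ratio of sample median GFP to plate DMSO average so 100% = DMSO; lower means less RPL19A-GFP as with rapamycin TOR inhibition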
CR mimetic SO – caloric restriction mimetics inhibiting age-related superoxide in yeast. S. cerevisiae aged cells, superoxide DHE fluorescence; hits give low values. superoxide response (% of plate mean), % at 10 µM. hit rate 0.18% among 330,000. AID 2690;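 active = superoxide response under a set limit, about three screen SD below normal, cut at about 65% in these data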;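 note: yeast aged for seven days with compound at 30 °C before DHE staining; 100% = average MFI of all compound-treated wells on the plate with controls excluded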
LAP4 TOR yeast – alters LAP4-GFP fluorescence in TOR pathway yeast screen; AID 2023; GFP response vs DMSO, % at 10 µM; S. cerevisiae LAP4-GFP multiplex, flow cytometry GFP, 3 h; median GFP as percent of DMSO wells; hit rate 0.34% among 320,000;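 active = GFP response vs DMSO above a set limit, about the screen mean plus 3 SD, cut at about 150% in these data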
proCasp7 act – activates human procaspase-7, counter-screen for procaspase-3 activators; P55210; recombinant procaspase-7, Ac-DEVD-pNA absorbance 405 nm; D23A/D198A/D206A triple mutant, cannot self-cleave; scale: DMSO 0, 5 µM enzyme 100; activation, % at 8.5 µM; hit rate 0.093% among 330,000;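 active = percent activation above the screen-wide mean plus 3 SD, cut at about 25% in these data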
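Assay system: Uncleavable procaspase-7 mutant enzyme | Input: 2 µM procaspase-7 mutant as dispensed | Timing: 1 h compound preincubation, 2 h substrate cleavage, 25 °C | Repeats: One well per compound | Control set: DMSO wells as 0%, DMSO with 5 µM added PC-7 as 100% | Technique: Epi-absorbance of released pNA at 405 nm, two timepoints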
proCasp3 act – procaspase-3 (human) activation. P42574. recombinant procaspase-3 D3A, Ac-DEVD-pNA absorbance 405 nm. activation, % at 8.5 µM. hit rate 0.11% among 330,000;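 active = activation above the mean of all tested compounds plus 3 SD, cut at about 21% in these data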;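 note: 0% = DMSO alone and 100% = DMSO wells spiked with extra 5 µM PC-3 D3A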
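Evaluation: percent activation relative to control range; Material: Procaspase-3 D3A mutant, all three cleavage aspartates alanine; Compound: single dose, 8.5 µM nominal compound, 0.8% DMSO; Replication: one well per compound; Signal: absorbance at 405 nm, 0 and 120 min; Schedule: 1 h preincubation plus 2 h reaction at 25 °C.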
GASC-1 inh – inhibitors of human GASC-1 (JMJD2C) demethylase. AID 2099. Q9H3R0. GST-JMJD2C(1-420) H3K9me3 demethylation, DELFIA europium. inhibition, % at 2.35 µM. hit rate 0.069% among 330,000;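 active = more than half of a compound's replicate wells show inhibition beyond 50%, single wells judged on their own value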;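 note: signal counts dimethyl H3K9 product captured on neutravidin plate; 0% = median of DMSO wells and 100% = 0.3 times that DMSO median; strong numbers were not always called active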
AHR act – activates the human aryl hydrocarbon receptor; activation, % at 5 µM; AHR-responsive luciferase reporter cells, luminescence; hit rate 2.5% among 320,000; AID 2796; P35869; in the data active = activation above about 47%;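 note: 0% = vehicle wells and 100% = reference agonist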
Target sequence (P35869 whole entry, looked up): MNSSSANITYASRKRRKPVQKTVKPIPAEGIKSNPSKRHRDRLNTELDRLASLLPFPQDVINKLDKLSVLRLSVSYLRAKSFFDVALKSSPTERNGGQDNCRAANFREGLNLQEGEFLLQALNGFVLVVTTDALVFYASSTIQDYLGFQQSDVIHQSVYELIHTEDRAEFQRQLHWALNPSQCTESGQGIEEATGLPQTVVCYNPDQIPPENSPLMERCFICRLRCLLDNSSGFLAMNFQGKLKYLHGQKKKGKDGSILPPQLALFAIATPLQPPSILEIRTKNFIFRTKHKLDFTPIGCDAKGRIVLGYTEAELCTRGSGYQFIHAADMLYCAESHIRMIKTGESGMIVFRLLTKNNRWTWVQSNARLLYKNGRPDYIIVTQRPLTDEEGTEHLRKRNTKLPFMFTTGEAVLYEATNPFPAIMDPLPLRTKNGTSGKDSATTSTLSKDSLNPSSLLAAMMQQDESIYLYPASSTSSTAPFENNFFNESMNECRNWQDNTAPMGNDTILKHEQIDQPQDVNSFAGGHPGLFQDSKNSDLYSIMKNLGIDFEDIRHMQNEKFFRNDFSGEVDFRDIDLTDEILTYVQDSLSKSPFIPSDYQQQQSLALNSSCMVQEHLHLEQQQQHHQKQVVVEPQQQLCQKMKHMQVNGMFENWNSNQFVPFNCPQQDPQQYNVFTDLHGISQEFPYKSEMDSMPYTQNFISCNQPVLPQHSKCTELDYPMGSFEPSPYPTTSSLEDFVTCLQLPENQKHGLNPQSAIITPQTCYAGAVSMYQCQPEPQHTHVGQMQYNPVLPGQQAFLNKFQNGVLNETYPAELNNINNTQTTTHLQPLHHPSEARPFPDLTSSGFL
An asterisk follows results filed as active; x = not tested or not shown.

The line under a structure holds: proCasp3 act, RPL19A TOR yeast, GASC-1 inh, AHR act, proCasp7 act, LAP4 TOR yeast, CR mimetic SO, MEP2-GFP yeast
- COCCn1c(-c2ccc(Cl)cc2)cnc1SCC(=O)NCc1cccs1
→ 1.6, 99.9, 2.2, -0.4, 5.2, 96.1, 96.2, 101.9
- Cc1ccc(N)cc1CN1CCCC1=O
→ -1.1, 100.8, 6.2, 3.7, -4.1, 103.4, 114.1, 102.0
- Cc1nn(C)c(Cl)c1C(=O)NCC(=O)O
→ -1.4, 100.2, -1.9, 0.5, 1.8, 103.4, 98.2, 99.8
- Cc1ccc(/C=N/Nc2ccc(F)cc2F)s1
→ -5.7, 95.9, -20.0, 18.3, -15.9, 92.3, 104.0, 92.3
- Cc1cc(C(C)(C)C)ccc1OCCN1CCCC1
→ 3.2, 99.3, -6.5, -0.1, 4.5, 97.6, 87.1, 102.6
- COc1ccc2cc(CCNC(=O)c3ccco3)c(=O)[nH]c2c1
→ -3.8, 102.8, -0.6, 1.9, 1.2, 138.6, 87.2, 105.3
- Cc1sc2ncn(CC(=O)N3CCCCC3)c(=O)c2c1C
→ -2.7, 106.4, 7.4, 0.3, -7.8, 93.0, 95.4, 97.2
- CCOC(=O)C1C(c2ccccc2)C(C(=O)OCC)S(=O)(=O)C(CCN(CC)CC)S1(=O)=O (stereo unspecified)
→ -2.4, 97.1, 35.2, -0.6, -0.2, 101.0, 111.6, 99.7
- CC(=O)c1ccc(NCCC(=O)c2ccccc2)cc1
→ -2.5, 97.8, 9.2, 0.5, -1.9, 101.6, 89.5, 98.2
- CCN1C=C(Cc2cccs2)C2=C(C1)C(c1cccs1)C(C#N)=C(N)O2 (stereo unspecified)
→ -0.3, 100.2, -0.9, 8.4, 6.7, 94.6, 102.5, 97.5
- Cn1cccc1CC(=O)N/N=C\c1c2ccccc2cc2ccccc12
→ -16.2, 99.4, -3.8, 1.1, -28.3, 93.0, 102.6, 104.3
- COC(=O)COc1ccc(Cl)cc1C1Nc2ccccc2C(=O)N1c1ccc(OC)cc1 (stereo unspecified)
→ 2.3, 112.5, -2.1, -0.1, -9.1, 79.3, 94.0, 88.0
- CCNC(=O)CN1C(=O)NC(CCc2ccccc2)C1=O (stereo unspecified)
→ -5.1, 95.4, 0.2, -3.5, 9.6, 100.5, 114.2, 101.6
- Cc1ccc(N=CC2=C(O)CC(C)(C)CC2=O)nc1
→ -5.4, 97.6, -0.1, 1.1, -1.8, 92.8, 105.2, 96.7
- COc1ccc(-c2nnc(SCC(=O)c3cc(C)n(Cc4cccs4)c3C)o2)cc1
→ -0.3, 98.2, 26.7, 0.1, 7.9, 98.9, 84.3, 109.8
- O=C(O)c1ccc(Cl)c(N2C(=O)Nc3ccccc3N2O)c1
→ 6.4, 89.2, 7.4, 1.4, -6.4, 98.4, 104.4, 87.6
- CCOC(=O)Oc1ccc(C(=O)OCCCN(C)C)cc1OC
→ -4.9, 96.0, -3.2, 5.5, -2.8, 86.8, 79.1, 98.1
- O=C(Cc1ccccc1)Nc1ccccc1C(=O)NCC1CCCO1 (stereo unspecified)
→ 1.0, 102.3, -0.3, -0.5, -6.7, 89.3, 99.9, 101.4
- CCCCOc1ccccc1C(=O)NCCCC(=O)O
→ 1.1, 95.5, 4.8, 2.2, -2.9, 101.6, 104.9, 107.8
- Cc1ccc(N(CCCCN2C(=O)c3ccccc3C2=O)C(=O)c2cccc([N+](=O)[O-])c2)cc1
→ -0.9, 91.4, 3.6, -1.6, 1.4, 87.6, 85.3, 99.4

Ordered by the number under MEP2-GFP yeast (falling): some entries from above
Compound	proCasp3 act	RPL19A TOR yeast	GASC-1 inh	AHR act	LAP4 TOR yeast	MEP2-GFP yeast
COc1ccc(-c2nnc(SCC(=O)c3cc(C)n(Cc4cccs4)c3C)o2)cc1	-0.3	98.2	26.7	0.1	98.9	109.8
O=C(Cc1ccccc1)Nc1ccccc1C(=O)NCC1CCCO1 (stereo unspecified)	1.0	102.3	-0.3	-0.5	89.3	101.4
CCOC(=O)Oc1ccc(C(=O)OCCCN(C)C)cc1OC	-4.9	96.0	-3.2	5.5	86.8	98.1

Other results.
The line under a structure holds: proCasp3 act, RPL19A TOR yeast, GASC-1 inh, AHR act, proCasp7 act, LAP4 TOR yeast, CR mimetic SO, MEP2-GFP yeast
- CCc1nnc(NC(=O)CN2CCOCC2)s1
→ 6.5, 100.7, -4.8, 1.7, -0.8, 95.4, 96.1, 99.3
- C=CCCCCCCCCc1nc(SCC(C)=O)n[nH]1
→ 0.1, 95.4, 2.9, -2.2, 0.1, 100.4, 104.2, 97.6
- CN(C)CCN1C(=O)C(O)=C(C(=O)c2ccco2)C1c1ccccc1F (stereo unspecified)
→ -1.3, 103.3, -4.4, 0.4, -3.4, 85.7, 99.0, 97.5
- C[C@@H]1CN([C@H](C)CO)C(=O)c2cc(NC(=O)Nc3ccc(C(F)(F)F)cc3)ccc2O[C@H]1CN(C)S(=O)(=O)c1ccccc1
→ -6.5, x, 41.8, 0.0, 2.1, x, 92.3, x
- Cc1cc(C)nc(Oc2ccc([N+](=O)[O-])cc2)n1
→ -3.7, 95.7, -5.8, -0.7, -1.8, 100.5, 99.3, 95.8
- Cc1ccc2[nH]c(=O)c(-c3nc4c(C)cccn4c3NCc3ccco3)cc2c1
→ -10.6, 93.9, -3.7, 23.5, 2.2, 90.5, 91.4, 98.2
- Cc1ccc(NC(=O)COC(=O)CN2CCCCCC2=O)c(C)c1
→ 10.0, 95.1, 8.6, 2.4, -1.6, 101.8, 75.8, 96.9
- CC(Sc1nccn1C)C(=O)c1ccc(Br)cc1 (stereo unspecified)
→ 0.6, 106.4, 6.4, 3.1, -1.7, 107.2, 96.5, 112.1
- COc1cc(NC(C)=O)ccc1-c1cc2ccccc2oc1=O
→ 0.1, 100.2, -7.1, 29.4, 6.4, 104.2, 81.8, 92.8
- CC(C)(C)OC(=O)NNC(=O)c1cccs1
→ -6.9, 96.5, 29.7, 5.0, 6.9, 100.1, 114.6, 103.0
- Cc1sc2ncnc(SCC(=O)NC3CCCC3)c2c1C
→ 2.1, 102.2, 3.3, -2.1, -1.0, 109.5, 94.3, 102.9
- COc1ccc(NC(=O)CSc2n[nH]c(N)n2)cc1OC
→ -5.4, 98.6, -31.2, 0.0, 6.3, 96.3, 104.1, 100.4
- COc1ccc(S(=O)(=O)NC2CC3CCC2C3)cc1Br (stereo unspecified)
→ -3.3, 101.8, -6.8, -2.2, -9.3, 87.4, 107.6, 95.7
- Cc1cc(N(CCO)CCO)nc(-n2nc(C)cc2C)n1
→ 3.4, 103.1, -12.6, 0.2, 7.1, 102.3, 113.5, 106.5
- CCOc1ccc(N2C(=O)CC(Sc3nc(C)cc(C)c3C#N)C2=O)cc1 (stereo unspecified)
→ -28.3, 102.6, -9.2, -1.2, -28.4, 109.5, 115.8, 108.8
- CC(Sc1n[nH]c(N)n1)C(=O)Nc1cccc(S(=O)(=O)N2CCOCC2)c1 (stereo unspecified)
→ 2.1, 101.9, -3.4, 0.1, -8.3, 106.4, 95.2, 100.3
- COc1ccc(Nc2nc(N3CCOCC3)nc(N3CCOCC3)n2)c(OC)c1
→ -5.4, 109.6, 5.0, 1.0, -4.8, 96.6, 105.0, 109.1
- COc1ccccc1/C=C/C=N/NC(=O)Cc1cccs1
→ -8.2, 98.5, -1.3, 3.6, -0.2, 95.8, 94.5, 86.5
- CC1(C)Cc2c(c(-c3ccco3)nc3sc4c(NCCO)ncnc4c23)CO1
→ 5.2, 99.6, 1.7, -0.3, -1.0, 100.8, 101.4, 101.8
- O=C1CCC/C(=N\NC(=O)c2ccc(COc3ccccc3-c3ccccc3)cc2)C1
→ -6.2, 109.8, -1.9, 10.5, -5.0, 107.8, 96.6, 103.4
- CCSc1nnc(NC(=O)CSc2nnc(CNC(=O)c3ccc(OC)c(OC)c3)o2)s1
→ -22.5, 99.6, -6.7, 10.2, -25.0, 87.2, 85.9, 95.9
- O=S(=O)(CCc1nnc(-c2ccc(Br)cc2)o1)c1ccc(Cl)cc1
→ -12.0, 105.1, 4.9, 3.4, 5.1, 106.9, 94.8, 114.2
- CCC(CC)c1nnc(NC(=O)COc2ccc3c(C)cc(=O)oc3c2)s1
→ -0.8, 98.7, 14.3, 2.0, -7.4, 99.4, 108.2, 108.3
- O=C(Nc1ccc(F)c(F)c1)c1oc2ccccc2c1NC(=O)C1CCCO1 (stereo unspecified)
→ 2.1, 94.7, x, 81.3*, 10.9, 92.7, 84.1, 92.1
- COc1ccc(N2C(=O)C(CC(=O)Nc3ccccc3)N(Cc3ccccn3)C2=S)cc1 (stereo unspecified)
→ -2.0, 102.6, -2.4, 1.4, -5.9, 97.6, 91.2, 111.0
- CCc1c(C)sc(NC(=O)c2ccoc2C)c1C(N)=O
→ -19.7, 92.7, -15.8, 32.2, -40.3, 97.0, 90.4, 93.5
- CCOC(=O)C1CCCN(C2CC(=O)N(c3cccc(C)c3)C2=O)C1 (stereo unspecified)
→ -23.6, 93.6, 2.2, -0.6, -44.0, 99.2, 86.0, 100.8
- CN(C)C(CNC(=O)CCNC(=O)c1ccc(Br)cc1)c1ccco1 (stereo unspecified)
→ 3.7, 91.2, 7.2, 9.5, 8.4, 98.0, 91.0, 97.5
- C/C(CC(=O)Nc1cccc(Cl)c1C)=N\NC(=O)Cc1csc(N)n1
→ 2.7, 106.1, -1.1, 7.7, -3.3, 91.8, 76.6, 94.2
- Cc1ccc(-c2ccc(=O)n(Cc3ccc(F)cc3Cl)n2)cc1
→ x, 99.4, -6.5, x, x, 96.8, 115.2, 109.6
- CCc1ccc(NC(=O)C(=O)NNC(=O)c2cccc(OC)c2)cc1
→ 4.1, 100.4, 2.5, 8.0, 8.0, 98.7, 113.0, 123.6
- COc1ccc(OC)c(C2Nc3c(Cl)ccc(C(=O)O)c3C3C=CCC32)c1 (stereo unspecified)
→ -6.5, 96.0, -1.9, -3.4, -5.9, 108.7, 88.3, 102.2
- CCOc1ccccc1NC(=O)COC(=O)c1ccc2ccccc2n1
→ 8.8, 99.0, -1.3, 13.7, 3.9, 103.3, 105.7, 101.0
- Cc1ccc(NC(NC(=O)c2ccccc2[N+](=O)[O-])C(Cl)(Cl)Cl)cc1 (stereo unspecified)
→ -4.8, 92.5, -8.0, 6.8, -10.7, 94.7, 95.3, 104.0
- Cc1ccc(CN2CCN(CC(=O)N/N=C/c3ccc(C)o3)CC2)cc1
→ -0.6, 94.0, -8.8, -4.8, 4.6, 111.0, 105.0, 93.1
- O=C(N/N=C/c1cccnc1)c1cc2c(ccc3ccccc32)o1
→ 1.0, 92.0, 6.2, -4.6, -5.7, 110.5, 106.3, 108.2

Screens deposited in PubChem by several laboratories.

Hits appear at their usual frequency; 3.8% or so of the library scored in one or more.
